Compound activity as filed in PubChem.
ALOX12 inh: ALOX12 (human) lipoxygenase inhibition. purified 12hLO, xylenol orange hydroperoxide absorbance. Potency, µM (top dose mostly 108 µM), for the others: at the highest dose activity change, negative = inhibition, usual class: inhibitors. P18054. hit rate 1.1% among 580,000; also: % is scaled to controls: 0 for no effect and ±100 for the full control effect
Target sequence (P18054 whole entry, looked up): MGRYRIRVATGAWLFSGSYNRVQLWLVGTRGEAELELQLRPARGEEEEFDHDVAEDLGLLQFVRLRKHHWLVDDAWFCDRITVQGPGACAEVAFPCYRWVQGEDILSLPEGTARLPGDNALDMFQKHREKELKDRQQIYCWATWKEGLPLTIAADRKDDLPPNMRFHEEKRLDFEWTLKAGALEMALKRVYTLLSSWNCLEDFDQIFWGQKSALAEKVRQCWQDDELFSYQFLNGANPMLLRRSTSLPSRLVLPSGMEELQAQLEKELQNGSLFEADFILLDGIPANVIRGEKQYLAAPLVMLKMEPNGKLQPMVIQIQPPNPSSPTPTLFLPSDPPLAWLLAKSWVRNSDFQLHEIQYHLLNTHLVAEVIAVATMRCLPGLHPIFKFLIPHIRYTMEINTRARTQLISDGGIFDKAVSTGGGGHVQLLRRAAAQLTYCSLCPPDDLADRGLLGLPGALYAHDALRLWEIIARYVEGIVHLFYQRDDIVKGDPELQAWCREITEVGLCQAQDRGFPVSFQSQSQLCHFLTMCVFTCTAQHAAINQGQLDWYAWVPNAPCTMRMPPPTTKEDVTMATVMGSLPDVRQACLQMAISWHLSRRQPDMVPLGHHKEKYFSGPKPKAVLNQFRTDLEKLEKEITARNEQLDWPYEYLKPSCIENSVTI
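Purified human 12hLO (150 nM final) in 25 mM Hepes, 0.01% Triton X-100, pH 7.0 was preincubated 15 min at room temperature with compound. Then 40 uM arachidonic acid was added, 30 min. Hydroperoxide was read by Fe-XO absorbance ratio 573/405 nm.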
TrxR1 substrate: rat thioredoxin reductase 1 substrate activity; O89049; purified TrxR1 substrate turnover, NADPH consumption readout; Potency, µM (doses to about 114 µM), for the others: top-dose activity change, negative = substrate turnover; hit rate 0.01% among 390,000; also: % is scaled to controls: 0 for no effect and ±100 for the full control effect; nearly all actives have a fitted effect of over 50% in size
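Rat TrxR1, dispensed at 90 nM, was prereduced with 400 uM NADPH (final) for 5 min at ~22 deg C, then incubated with compound 15 min before 400 uM selenite. A first-read NADPH fluorescence drop versus no-compound background flagged substrates.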
RGS4 inhibitor: inhibitors of human regulator of G protein signaling 4; Potency, µM (highest dose often 114 µM), for inactives: at the highest dose activity change, negative = inhibition, usual class: inhibitors; hit rate 0.039% among 390,000; Transcreener GDP fluorescence polarization, RGS4-accelerated GTP hydrolysis; P49798; also: % is scaled to controls: 0 for no effect and ±100 for the full control effect; nearly all actives have a fitted effect of over 75% in size; some results filed as inactive show a strong effect at the top dose
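MLSMR compounds (23 nl, pin-transferred) preincubated 10 min at room temperature with a 500nM (2x) first reagent, then RGS4 at 900nM (2x) plus Transcreener GDP mix added; fluorescence polarization (620/688 nm) read before and after 90 min at 30 °C.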
rTrxR1 inhibitor: inhibitors of rat thioredoxin reductase 1. O89049. recombinant rTrxR1, NADPH fluorescence consumption, selenite substrate. Potency, µM (top dose mostly 114 µM), without a hit: top-dose activity change, negative = inhibition, hits mostly inhibitors. hit rate 1% among 390,000. AID 588453; also: % is scaled to controls: 0 for no effect and ±100 for the full control effect; nearly all actives have a fitted effect of over 65% in size
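Rat TrxR1 (90 nM in the dispensed reagent) was pre-reduced with 400 uM NADPH for 5 min at room temperature, then incubated with compound for 15 min. After 400 uM selenite was added, NADPH fluorescence (Ex 340/Em 450 nm) was followed for 8 min.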
Vif-A3G inh: inhibitors of Vif-APOBEC3G interaction. HeLa A3G-eYFP + Vif (tagged APOBEC3G with the HIV-1 protein that degrades it), YFP fluorescence, overnight. AID 602310. Potency, µM (highest dose often 46.1 µM), inactives show top-dose activity, negative = active, most hits filed as inhibitors. hit rate 0.076% among 410,000. Q9HC16;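 also: % is scaled to controls: 0 for no effect and ±100 for the full control effect; nearly all actives have a fitted effect of over 60% in size; hits raise eYFP signal because A3G escapes Vif-driven loss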
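Read-out is eYFP fluorescence (Ex 488/Em 500-530) from Vif-expressing HeLa A3G-eYFP cells; more signal means A3G escaped Vif-mediated degradation. Cells plated overnight, compound pinned in, incubated overnight at 37 deg C.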
USP1 inh: blocks the human USP1/UAF1 deubiquitinase complex | hit rate 0.23% among 390,000 | O94782 | recombinant USP1/UAF1, Ub-Rhodamine cleavage fluorescence | Potency, µM (doses to about 57.1 µM), without a hit: at the highest dose activity change, negative = inhibition, actives largely listed as inhibitors; also: % is scaled to controls: 0 for no effect and ±100 for the full control effect; nearly all actives have a fitted effect of over 60% in size; inactives centre near -12
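USP1/UAF1 complex at 1 nM was preincubated with compound for 15 min at room temperature, then Ub-Rho substrate (150nM final) was added. Fluorescence (480/540 nm) was read kinetically, 6 reads every 60 seconds.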
mIDH1 inhibitor: blocks human mutant IDH1 R132H enzyme; IDH1-R132H enzyme, NADPH consumption, diaphorase/resazurin fluorescence; hit rate 0.093% among 390,000; Potency, µM (titrated, usually from 76.6 µM), for the others: at the highest dose activity change, negative = inhibition, actives largely listed as inhibitors; also: % is scaled to controls: 0 for no effect and ±100 for the full control effect; nearly all actives have a fitted effect of over 65% in size
Target sequence (O75874 whole entry R132H, stated change not applied): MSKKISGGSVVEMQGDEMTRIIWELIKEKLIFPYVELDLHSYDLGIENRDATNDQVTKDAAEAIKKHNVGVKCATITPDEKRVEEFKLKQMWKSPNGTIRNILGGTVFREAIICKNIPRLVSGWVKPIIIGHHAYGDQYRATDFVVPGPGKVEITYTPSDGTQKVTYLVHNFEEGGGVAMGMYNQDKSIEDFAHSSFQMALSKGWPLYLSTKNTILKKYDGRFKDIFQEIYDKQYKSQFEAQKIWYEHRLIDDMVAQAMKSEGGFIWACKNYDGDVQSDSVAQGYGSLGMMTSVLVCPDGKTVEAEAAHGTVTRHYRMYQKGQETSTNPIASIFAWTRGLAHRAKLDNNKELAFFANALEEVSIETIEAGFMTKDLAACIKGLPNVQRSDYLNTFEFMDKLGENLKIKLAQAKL
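IDH1-R132H (0.5 ug/mL) preincubated 30 min with compound, then NADPH (0.016 mM) and alpha-KG (2 mM) added; 80 min at RT, pH 7.5. Remaining NADPH coupled via diaphorase/resazurin to fluorescence (540/590 nm); concentration-response curves normalized to no-enzyme control.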
Vif-A3F inh: Vif-A3F binding inhibition; hit rate 0.2% among 390,000; HeLa A3F-eYFP + Vif (tagged APOBEC3F with the HIV-1 protein that degrades it), YFP fluorescence increase; Potency, µM (highest dose often 46.1 µM), inactives show at the top dose activity, negative = active; also: % of control where 0% means no effect; nearly all actives have a fitted effect of over 65% in size
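HeLa cells stably expressing Vif plus C-terminally eYFP-tagged A3F were seeded, incubated overnight at 37 deg C, dosed with compound, incubated overnight again at 37 deg C. Yellow fluorescence (Ex 488/Em 500-530) reported blocked Vif-mediated A3F-eYFP degradation.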
RXFP1 agonist: agonists of human relaxin receptor RXFP1; Q9HBX9; HEK293T-RXFP1 cAMP TR-FRET, 30 min; response scale: percent of porcine relaxin response, buffer zero; Potency, µM (series often up to 57.5 µM), without a hit: top-dose activation, most hits filed as activators; hit rate 0.3% among 370,000; also: % is scaled to controls: 0 for no effect and ±100 for the full control effect; nearly all actives have a fitted effect of over 60% in size; many of its hits are not listed in these tables
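Agonist response is measured as cAMP accumulation in an RXFP1-transfected HEK293T line under PDE4 inhibition. Values are scaled between buffer-only and 29 nM porcine relaxin, and EC50s come from standard Hill equation fits.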
Active calls of the source: *; & = joins results of further samples; [ ] = remark or other dose. Calls follow the shape of the dose curve; as a rule, active = well fitted curve in the direction sought with a large enough effect; inconclusive = small, poorly fitted or top-dose-only effect, or another doubt; inactive = no such curve, though single readings can be large; an effect the other way counts as inactive or inconclusive. Potency is read from the fitted curve at half-maximal effect.

Results for CN(C)C(=O)/C(=C/c1ccc(-c2cccc([N+](=O)[O-])c2)o1)NC(=O)c1ccccc1 ?
ALOX12 inh: 25%; TrxR1 substrate: 3%[57.1 µM]; RGS4 inhibitor: 7%; rTrxR1 inhibitor: 2%[57.1 µM]; Vif-A3G inh: -4%; USP1 inh: -21%; mIDH1 inhibitor: 5%; Vif-A3F inh: -6%; RXFP1 agonist: 0.3%

What do the screens show for `CCc1nnc(NC(=O)CSc2nc3cc(OC)c(OC)cc3cc2C)s1`?
ALOX12 inh: -3%; TrxR1 substrate: -7%[57.1 µM]; RGS4 inhibitor: 20%; rTrxR1 inhibitor: -10%[57.1 µM]; Vif-A3G inh: -4%; USP1 inh: -10%; mIDH1 inhibitor: -4%; Vif-A3F inh: 14%; RXFP1 agonist: -1.4%

How did Cc1cc(C)n(C2CCCCC2OC(=O)c2ccccc2F)n1 (stereo not given) do in these assays?
ALOX12 inh: 0%; TrxR1 substrate: -3%; RGS4 inhibitor: -24%; rTrxR1 inhibitor: 7%; Vif-A3G inh: -3%; USP1 inh: -8%; mIDH1 inhibitor: 9%; Vif-A3F inh: -17%; RXFP1 agonist: -0.2%

Results for O=C(O)COCC(=O)Nc1ccc2c(c1)oc1ccccc12 ?
ALOX12 inh: 26%; TrxR1 substrate: 0%; RGS4 inhibitor: 14%; rTrxR1 inhibitor: 20%; Vif-A3G inh: -1%; USP1 inh: -13%; mIDH1 inhibitor: 0%; Vif-A3F inh: -1%; RXFP1 agonist: -0.1%

What do the screens show for `Cc1ccc(NC(=O)c2ccccc2-c2cc(C)no2)cc1`?
ALOX12 inh: 4%; TrxR1 substrate: -6%; RGS4 inhibitor: 12%; rTrxR1 inhibitor: 6%; Vif-A3G inh: 3%; USP1 inh: -21%; mIDH1 inhibitor: 4%; Vif-A3F inh: -1%; RXFP1 agonist: 0.1%

How did CCOC(=O)/C(C#N)=C/Nc1ccccc1NS(=O)(=O)c1ccc2c(c1)OCCO2 do in these assays?
ALOX12 inh: 0%; TrxR1 substrate: -6%; RGS4 inhibitor: -3%; rTrxR1 inhibitor: 2%; Vif-A3G inh: 0%; USP1 inh: -15%; mIDH1 inhibitor: -16%; Vif-A3F inh: 8%; RXFP1 agonist: 1.7%

Results for Cc1nc2ccc(S(=O)(=O)NC(C(=O)N3CCn4c3nc3ccccc34)C(C)C)cc2s1 (stereo not given) ?
ALOX12 inh: 3%; TrxR1 substrate: -6%; RGS4 inhibitor: 5%; rTrxR1 inhibitor: -10%; Vif-A3G inh: -3%; USP1 inh: -12%; mIDH1 inhibitor: -10%; Vif-A3F inh: -2%; RXFP1 agonist: 6.1%

Results for CCN(CC)C(=O)CN(c1cccc(OC)c1)S(=O)(=O)c1ccc(C)cc1 ?
ALOX12 inh: 30%; TrxR1 substrate: -1%; RGS4 inhibitor: 3%; rTrxR1 inhibitor: 4%; Vif-A3G inh: 0%; USP1 inh: 6%; mIDH1 inhibitor: 2%; RXFP1 agonist: 0.0%

How did Cc1ccc2c(c1)c(N=Nc1ccc([N+](=O)[O-])cc1)c(O)n2C do in these assays?
ALOX12 inh: 7%; TrxR1 substrate: -20%[57.1 µM]; RGS4 inhibitor: -6%; rTrxR1 inhibitor: 11%[57.1 µM]; Vif-A3G inh: 3%; USP1 inh: -17%; mIDH1 inhibitor: 9%; Vif-A3F inh: -5%; RXFP1 agonist: -0.8%

How did COc1ccc(Cn2c(=O)c3oc4ccccc4c3n(Cc3cccc(C(F)(F)F)c3)c2=O)cc1 do in these assays?
ALOX12 inh: -4%; TrxR1 substrate: 5%; RGS4 inhibitor: 16%; rTrxR1 inhibitor: 44%[activator]; Vif-A3G inh: 1%; USP1 inh: inconclusive; mIDH1 inhibitor: -4%; Vif-A3F inh: -6%; RXFP1 agonist: 0.3%

How did CC1S/C(=N/N=C/c2ccco2)N(Cc2ccccc2)C1=O (stereo not given) do in these assays?
ALOX12 inh: inconclusive; TrxR1 substrate: -13%; RGS4 inhibitor: -7%; rTrxR1 inhibitor: inconclusive; Vif-A3G inh: -11%; USP1 inh: -13%; mIDH1 inhibitor: 0%; Vif-A3F inh: -2%; RXFP1 agonist: 2.5%

Results for CCOC(=O)c1c(NC(=O)C2C3CCC(O3)C2C(=O)O)sc(C)c1-c1ccc(C)cc1 (stereo not given) ?
ALOX12 inh: inconclusive; TrxR1 substrate: 6%[57.1 µM]; RGS4 inhibitor: -9%; rTrxR1 inhibitor: 2%[57.1 µM]; Vif-A3G inh: 1%; USP1 inh: -12%; mIDH1 inhibitor: -2%; Vif-A3F inh: 8%; RXFP1 agonist: 5.8%

How did Cc1nc(C(=O)Nc2ccc(Cl)cc2)nn1-c1ccc([N+](=O)[O-])cc1 do in these assays?
ALOX12 inh: -16%; TrxR1 substrate: -4%; RGS4 inhibitor: 13%; rTrxR1 inhibitor: -17%; Vif-A3G inh: -5%; USP1 inh: -4%; mIDH1 inhibitor: 3%; Vif-A3F inh: 3%; RXFP1 agonist: 0.1%

How did O=C(CCCCN1CCCCC1)c1ccccc1 do in these assays?
ALOX12 inh: 0%; TrxR1 substrate: 3%; RGS4 inhibitor: -2%; rTrxR1 inhibitor: 27%; Vif-A3G inh: -1%; USP1 inh: -11%; mIDH1 inhibitor: -5%; Vif-A3F inh: -18%

What do the screens show for `CCOC(=O)c1nc(-c2ccccc2)oc1N(C)C`?
ALOX12 inh: 0%; TrxR1 substrate: 328%[activator]; RGS4 inhibitor: -14%; rTrxR1 inhibitor: -32%; Vif-A3G inh: -6%; USP1 inh: -18%; mIDH1 inhibitor: 0%; Vif-A3F inh: 7%; RXFP1 agonist: 2.6%

How did CCC(C)Cn1c(C(C)O)nc2ccccc21 (stereo not given) do in these assays?
ALOX12 inh: 0%; TrxR1 substrate: 12%[57.1 µM]; RGS4 inhibitor: -29%; rTrxR1 inhibitor: -1%; Vif-A3G inh: 1%; USP1 inh: -2%; mIDH1 inhibitor: 2%; Vif-A3F inh: -3%; RXFP1 agonist: -4.4%

What do the screens show for `O=C(CNC(=S)N(CCCN1CCOCC1)Cc1cccs1)NC1CCCC1`?
ALOX12 inh: 0%; TrxR1 substrate: 0%; RGS4 inhibitor: -4%; rTrxR1 inhibitor: 6%; Vif-A3G inh: 0%; USP1 inh: -5%; mIDH1 inhibitor: 6%; Vif-A3F inh: 7%; RXFP1 agonist: 2.3%

How did COc1ccc(-n2c(CN3CCN(C)CC3)nc3ccc([N+](=O)[O-])cc3c2=O)c(OC)c1 do in these assays?
ALOX12 inh: 26%; TrxR1 substrate: -2%; RGS4 inhibitor: -17%; rTrxR1 inhibitor: 0%; Vif-A3G inh: 0%; USP1 inh: -11%; mIDH1 inhibitor: -8%; Vif-A3F inh: -4%; RXFP1 agonist: 0.0%

What do the screens show for `COc1ccc(C2/C=C\CN(Cc3ccccc3)C(C)C(=O)N2Cc2ccc(F)cc2)cc1` (stereo not given)?
TrxR1 substrate: -1%; RGS4 inhibitor: -30%; rTrxR1 inhibitor: 13%; Vif-A3G inh: 3%

Results for Cc1noc(/C=C/c2cccs2)c1S(=O)(=O)N1CCC(C(=O)Nc2ccc(F)c(Cl)c2)CC1 ?
ALOX12 inh: inconclusive; TrxR1 substrate: -4%; RGS4 inhibitor: 24%; rTrxR1 inhibitor: 25%; Vif-A3G inh: 4%; USP1 inh: -19%; mIDH1 inhibitor: 0%; Vif-A3F inh: 1%; RXFP1 agonist: 0.9%

What do the screens show for `Cc1c(C(=O)NC(c2ccccn2)C(F)(F)F)oc2c(F)cccc12` (stereo not given)?
ALOX12 inh: -9%; TrxR1 substrate: -1%; RGS4 inhibitor: 11%; rTrxR1 inhibitor: 19%; Vif-A3G inh: 1%; USP1 inh: -14%; mIDH1 inhibitor: 3%; Vif-A3F inh: 8%; RXFP1 agonist: -0.1%

What do the screens show for `Cc1cccc(Cn2c(SCCN3CCCCC3)nc3c2c(=O)[nH]c(=O)n3C)c1`?
ALOX12 inh: -24%&-24%; TrxR1 substrate: 6%[57.1 µM]; RGS4 inhibitor: 18%; rTrxR1 inhibitor: 51%; Vif-A3G inh: 5%; USP1 inh: 0%; mIDH1 inhibitor: 10%; Vif-A3F inh: 3%; RXFP1 agonist: -1.5%

Results for CC(=O)Nc1ccc2nc(SCC(=O)O)sc2c1 ?
ALOX12 inh: 150%[activator]; TrxR1 substrate: 2%; RGS4 inhibitor: -22%; rTrxR1 inhibitor: 3%; Vif-A3G inh: -6%; USP1 inh: -8%; mIDH1 inhibitor: -7%; Vif-A3F inh: -2%; RXFP1 agonist: -0.6%

How did COc1ccccc1Cn1nc(C(=O)O)c2ccccc2c1=O do in these assays?
ALOX12 inh: 16%; TrxR1 substrate: 8%[57.1 µM]; RGS4 inhibitor: -2%; rTrxR1 inhibitor: 31%[57.1 µM]; Vif-A3G inh: -1%; USP1 inh: -5%; mIDH1 inhibitor: -2%; Vif-A3F inh: 6%; RXFP1 agonist: -1.4%

Not all compounds are listed; the hit share may differ from the screen's.
